Vif imaging: HIV Vif self-association inhibitors, primary screen, imaging, HEK293T, single point; HEK293T cells, Vif self-association by quenched fluorescence, 24 h; 0.35% of 340,000 active; AID 602346, 2012; inhibition, % at 7.49 µM; in the data active = inhibition above about 50%, passing the limit was not always enough; also: some results filed as inactive read as strong as hits
EBV LMP1 NFkB: EBV LMP1-driven NF-kappaB luciferase reporter inhibitors, primary screen, cell-based, luminescence, single point. 0.69% of 350,000 active. inhibition, % at 12.5 µM. LMP1-induced NF-kappaB luciferase reporter cells; in the data active = inhibition above about 41%;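 also: 0% = neutral control wells and 100% = reference inhibitor control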
NCOA3 inh: SRC3 coactivator transcriptional activity inhibitors, primary screen, cell-based, luminescence; HEK293 GAL4-SRC3 luciferase reporter; inhibition, % at 3.6 µM; 0.17% of 360,000 active;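 active = inhibition above a per-campaign cutoff, the mean of all compounds plus 3 SD, cut at about 60% in these data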;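 also: 0% = DMSO-treated cells and 100% = gossypol-treated cells at 36 µM; higher means less SRC3-driven luciferase light from the GAL4 reporter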
SRC1 inh: SRC1 coactivator transcriptional activity inhibitors, primary screen, cell-based, luminescence; HEK293 GAL4-SRC1 luciferase reporter; Nuclear receptor coactivator 1 (Homo sapiens), Q15788; inhibition, % at 3.6 µM; 0.12% of 360,000 active;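 active = inhibition above the campaign mean plus 3 SD, with each screening campaign given its own cutoff, cut at about 60% in these data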;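 also: 0% = DMSO treated cells and 100% = gossypol at 36 µM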
SRC2 inh: inhibition of GAL4-SRC2 driven luciferase reporter, primary screen, SRC2 inhibitor project, cell-based, luminescence. Nuclear receptor coactivator 2 (Homo sapiens), Q15596. HEK293 GAL4-SRC2 luciferase reporter. inhibition, % at 9 µM. 0.17% of 370,000 active;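 active = inhibition above the mean inhibition of all tested compounds plus 3 SD, set per campaign, cut at about 52% in these data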;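 also: 0% = DMSO treated cells and 100% = cells given Gossypol at 36 µM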
Target sequence (Q15596 whole entry, looked up, the tested form may be a part): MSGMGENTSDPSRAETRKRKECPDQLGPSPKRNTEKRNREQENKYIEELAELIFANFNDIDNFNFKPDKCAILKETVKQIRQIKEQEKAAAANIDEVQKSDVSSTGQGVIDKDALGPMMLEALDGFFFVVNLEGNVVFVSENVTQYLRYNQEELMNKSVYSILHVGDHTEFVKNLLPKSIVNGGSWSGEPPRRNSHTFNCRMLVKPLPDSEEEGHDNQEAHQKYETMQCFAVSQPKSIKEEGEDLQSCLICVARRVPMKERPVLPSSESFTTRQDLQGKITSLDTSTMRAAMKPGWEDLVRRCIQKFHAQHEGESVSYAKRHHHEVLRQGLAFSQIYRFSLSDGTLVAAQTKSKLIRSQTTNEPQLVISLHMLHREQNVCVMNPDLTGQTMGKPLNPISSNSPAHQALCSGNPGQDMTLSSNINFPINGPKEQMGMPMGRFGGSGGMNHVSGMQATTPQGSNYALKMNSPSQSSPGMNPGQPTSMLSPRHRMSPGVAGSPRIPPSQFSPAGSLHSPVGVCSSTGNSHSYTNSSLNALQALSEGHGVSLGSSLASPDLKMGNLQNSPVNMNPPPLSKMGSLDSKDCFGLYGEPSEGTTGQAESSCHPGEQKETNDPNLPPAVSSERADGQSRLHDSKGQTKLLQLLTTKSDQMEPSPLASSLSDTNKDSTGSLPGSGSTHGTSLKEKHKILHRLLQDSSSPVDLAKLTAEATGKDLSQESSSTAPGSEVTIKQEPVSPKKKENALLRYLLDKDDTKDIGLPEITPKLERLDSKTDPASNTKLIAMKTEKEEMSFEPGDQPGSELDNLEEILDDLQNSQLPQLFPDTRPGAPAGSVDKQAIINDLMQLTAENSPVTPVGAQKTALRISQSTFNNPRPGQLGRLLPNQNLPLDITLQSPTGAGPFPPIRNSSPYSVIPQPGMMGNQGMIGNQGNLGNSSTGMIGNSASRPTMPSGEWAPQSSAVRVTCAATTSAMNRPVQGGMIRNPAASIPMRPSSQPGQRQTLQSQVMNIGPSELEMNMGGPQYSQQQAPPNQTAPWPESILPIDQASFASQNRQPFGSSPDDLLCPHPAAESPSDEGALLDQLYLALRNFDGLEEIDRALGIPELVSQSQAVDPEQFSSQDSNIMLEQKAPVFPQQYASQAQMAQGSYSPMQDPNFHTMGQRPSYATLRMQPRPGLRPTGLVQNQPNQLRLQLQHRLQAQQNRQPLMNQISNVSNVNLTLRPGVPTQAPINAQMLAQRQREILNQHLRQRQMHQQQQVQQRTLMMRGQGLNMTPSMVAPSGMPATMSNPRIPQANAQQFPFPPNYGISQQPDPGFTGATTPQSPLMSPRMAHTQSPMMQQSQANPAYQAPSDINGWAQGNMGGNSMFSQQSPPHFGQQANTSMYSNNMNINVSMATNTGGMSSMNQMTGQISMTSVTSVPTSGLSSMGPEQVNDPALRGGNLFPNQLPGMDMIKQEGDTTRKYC
LRH-1 inv ag: LRH-1 (NR5A2) inverse agonists, primary screen, cell-based, luminescence, HEK293T, StAR-luciferase reporter; Nuclear receptor subfamily 5 group A member 2 (Homo sapiens), O00482; LRH-1 transfected, 24 h; inhibition, % at 3.6 µM; 0.13% of 360,000 active; AID 602396, 2012;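 active = inhibition above the mean inhibition of all tested compounds plus 3 SD, cut at about 73% in these data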;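 also: 0% = DMSO wells and 100% = reporter-only cells lacking LRH-1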
NR2F2 inh: NR2F2 transcriptional activity inhibitors, primary screen, cell-based, luciferase reporter, HEK293T, luminescence | COUP transcription factor 2 (Homo sapiens), P24468 | HEK293T NGFI-A luciferase reporter | inhibition, % at 8.6 µM | 0.7% of 370,000 active | AID 686940, 2013;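 active = inhibition above a per-plate cutoff, mean inhibition of test wells between control levels plus 3 SD, cut at about 38% in these data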;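 also: cells cotransfected with COUP-TFII expression vector driving the NGFI-A reporter; 0% = median of COUP-TF2 test wells and 100% = reporter-only cells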
TROY NFkB inh: inhibitors of TROY-driven NF-kB signaling, primary screen, Q293 LMP1-TROYcd cells, NF-kB luciferase, uHTS; Q293 LMP1-TROYcd NF-kB luciferase reporter, 4 h; inhibition, % at 10 µM; 0.98% of 360,000 active; AID 1347056, 2019;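 active = compounds whose plate-normalised and pattern-corrected inhibition of the luciferase reporter signal at the single screening dose is 50% or more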
TLR9-MyD88 block: inhibitors of TLR9-MyD88 association in cells, primary screen, cell-based, CHO, BLA complementation, fluorescence; Toll-like receptor 9 (Homo sapiens) + Myeloid differentiation primary response protein …; CCF4 FRET ratio; inhibition, % at 4.98 µM; 0.21% of 340,000 active; AID 504734, 2011;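 active = inhibition above the mean over all tested compounds plus 3 SD, cut at about 21% in these data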;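 also: 0% = DMSO only wells and 100% = clavulanate BLA inhibitor control wells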
NOD2 RIPK2 PPI: NOD2-RIPK2 binding disruptors in cells, primary screen, fluorescence, CHO cells, BLA complementation; CCF4 ratio; inhibition, % at 4.98 µM; 0.38% of 360,000 active; AID 624267, 2012; in the data active = inhibition above about 21%;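 also: 0% = vehicle only and 100% = reference blocker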
C8 TRAIL sens: viability loss with TRAIL in NB7+C8 cells, primary screen, TRAIL sensitizer project, cell-based, ATPlite luminescence. inhibition (viability loss, TRAIL sensitization), % at 10 µM. 1% of 360,000 active. AID 624354, 2012;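 active = compounds causing at least 50% loss of cell viability in the single-dose screen, relative to plate controls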
* hit, by the source's call; i = inactive; . = not tested or not shown.

SMILES | Vif imaging | EBV LMP1 NFkB | NCOA3 inh | SRC1 inh | SRC2 inh | LRH-1 inv ag | NR2F2 inh | TROY NFkB inh | TLR9-MyD88 block | NOD2 RIPK2 PPI | C8 TRAIL sens
O=C(Cn1cc(C(=O)C2CCCCC2)c2ccccc21)NCC1CCCO1 (stereo not drawn) | -1.7 | 6.1 | -1.8 | 1.2 | -16.9 | -3.1 | 7.1 | 6.4 | 6.7 | -8.8 | 3.3
COc1ccc(-c2cc(C(=O)N3CCN(c4ccc(F)cc4)CC3)no2)cc1OC | -8.7 | -3.3 | 1.7 | -25.7 | 10.0 | -6.7 | -33.1 | 30.6 | 3.6 | -8.0 | 8.5
COc1cccc(OCc2cc(C(=O)N3CCN(C(=O)c4ccco4)CC3)no2)c1 | -11.0 | -8.0 | -47.6 | -71.5 | -50.6 | -90.3 | -25.5 | -57.6 | -7.8 | -5.7 | -1.4
O=C1C2=C(SCCS2)C(=O)N1CCCO | 5.7 | -1.6 | 9.2 | -1.2 | 0.5 | 12.9 | 12.7 | 7.9 | 11.0 | 5.7 | -4.8
Cn1c2ccccc2c2cc(C(=O)NNS(=O)(=O)c3ccc(F)cc3)sc21 | . | 0.8 | -14.4 | -8.5 | 22.2 | 31.9 | 4.3 | 19.3 | 1.6 | 6.3 | -2.4
CC(=O)N(C1=C(Cl)C(=O)c2ccccc2C1=O)c1ccc(C(=O)O)cc1 | i | -7.2 | -4.1 | 7.4 | 0.9 | 4.4 | 10.6 | 9.4 | -8.5 | -5.7 | -2.2
CS(=O)(=O)c1ccc2nc(NC(=O)c3ccccc3)sc2c1 | -3.5 | 9.3 | -121.5 | -86.8 | -53.2 | -111.7 | -23.1 | -16.2 | -4.2 | -5.5 | 36.6
Cc1ccc(OCC(=O)NCc2cccs2)cc1 | 16.6 | -3.6 | 10.6 | -5.8 | -19.8 | -10.2 | -23.6 | -43.9 | -0.5 | 1.0 | 14.4
O=C1Nc2ccccc2C1(O)C/C(=N/O)c1ccccc1 (stereo not drawn) | -2.1 | 2.0 | 0.0 | -4.2 | 4.8 | -6.7 | -9.4 | -6.6 | -2.3 | -1.9 | -6.6
CCOC(=O)C1=C(N)N2C(=O)CSC2=C(C(=O)OC)C1 | -2.6 | -9.4 | 2.9 | 8.9 | 8.0 | -0.4 | -1.4 | -15.3 | -0.3 | -9.5 | -3.4
COc1ccc(Cl)cc1N(CC(=O)N/N=C/c1ccc(OC(C)C)cc1)S(=O)(=O)c1ccc(C)c([N+](=O)[O-])c1 | -2.8 | -8.9 | 7.2 | 8.4 | -14.8 | -9.7 | 1.7 | 9.7 | 5.4 | -11.7 | -8.2
COC(=O)CSc1nnc(CCc2ccccc2)n1C | -1.6 | -0.1 | 14.4 | 3.6 | -12.7 | 9.7 | 13.3 | -5.0 | -5.2 | 2.9 | 5.0
Cc1cccc(-n2c(=O)c3c(n4cnnc24)-c2ccccc2CC32CCCCC2)c1 | -5.5 | -4.1 | 2.4 | -8.7 | -21.2 | -5.7 | 3.3 | 5.6 | -0.2 | -2.2 | -3.2
COC(=O)C1(C(=O)OC)C[C@H](/C=C/c2ccccc2)N(Cc2ccccc2OC)[C@@H]1c1cccc(Br)c1 | . | . | . | . | -19.6 | 3.6 | -1.9 | . | . | -17.9 | 12.3
COc1cccc(NC(=S)NC2CC(C)(C)NC(C)(C)C2)c1 | -24.7 | -1.5 | -4.7 | -5.5 | -5.4 | 20.6 | 0.5 | 0.6 | -12.5 | -6.4 | 0.5
COc1ccccc1N1CCN(CC(=O)c2c(N)n(C)c(=O)n(C)c2=O)CC1 | 9.3 | -6.4 | 8.4 | -5.8 | -9.1 | 6.7 | -0.7 | -1.6 | -9.2 | -10.8 | -10.5
O=C(O)c1ccc(NC(=S)NC(=O)c2cncc(Br)c2)cc1 | 6.7 | 16.6 | -5.0 | 10.5 | -35.0 | -39.8 | 5.9 | 47.3 | 1.2 | -4.5 | -6.7
COc1ccc([C@@H]2[C@H]3CN(C(C)=O)CC=C3C(C#N)=C(N)C2(C#N)C#N)c2ccccc12 | . | -4.8 | 15.5 | -26.5 | -16.1 | -7.6 | 15.8 | 6.5 | -1.8 | 3.2 | -6.6
Cn1c(=O)[nH]c(=O)c2c1nc(SCC(=O)O)n2CCCc1ccccc1 | 4.7 | 4.2 | 11.1 | -14.7 | -0.9 | 17.4 | -2.6 | -7.0 | -1.2 | -15.7 | 0.4
O=C(NNC(=O)c1ccccc1Cl)c1ccc2c(c1)OCCO2 | 6.5 | 1.4 | -52.0 | -82.3 | -44.6 | -61.6 | -34.0 | -41.3 | 9.0 | -2.1 | 25.4
COc1ccccc1C1N(c2ccc(Cl)cc2)C(=O)C2CCCN21 (stereo not drawn) | . | 9.9 | -112.1 | -54.3 | -28.1 | -26.7 | -4.2 | -3.1 | -3.5 | -6.2 | 31.8
Cc1nc(-c2cccc(S(=O)(=O)N3CCCCCC3)c2)cs1 | 4.4 | -10.2 | 4.0 | -14.2 | -6.3 | 8.8 | -2.4 | -7.0 | -6.9 | -1.0 | -5.7
CN(C(=O)COC(=O)CN1C(=O)C2CC=CCC2C1=O)c1ccccc1 (stereo not drawn) | -2.9 | -3.5 | -9.2 | -14.1 | -9.7 | 10.7 | -16.6 | -4.9 | -8.6 | 4.4 | -9.8
CSc1ccc(NC(=O)NCc2cccnc2)cc1 | -4.0 | -5.9 | -31.7 | -9.9 | -49.0 | -16.1 | -17.2 | -23.5 | -9.7 | 2.3 | -6.0
CN(C)S(=O)(=O)CC12CCC(CC1=O)C2(C)C (stereo not drawn) | -4.2 | -5.1 | -4.2 | -7.3 | -0.2 | -1.0 | 6.8 | -1.9 | -11.4 | 0.1 | -16.8

Reprinted from the part before: 2 compounds, then new ones.
SMILES | Vif imaging | EBV LMP1 NFkB | NCOA3 inh | SRC1 inh | SRC2 inh | LRH-1 inv ag | NR2F2 inh | TROY NFkB inh | TLR9-MyD88 block | NOD2 RIPK2 PPI | C8 TRAIL sens
CSc1ccc(NC(=O)NCc2cccnc2)cc1 | -4.0 | -5.9 | -31.7 | -9.9 | -49.0 | -16.1 | -17.2 | -23.5 | -9.7 | 2.3 | -6.0
CN(C)S(=O)(=O)CC12CCC(CC1=O)C2(C)C (stereo not drawn) | -4.2 | -5.1 | -4.2 | -7.3 | -0.2 | -1.0 | 6.8 | -1.9 | -11.4 | 0.1 | -16.8
COCc1cc(C)n(CC(=O)NCC2CCCO2)c(=O)c1C#N (stereo not drawn) | -6.0 | -10.5 | 9.1 | 3.3 | -2.2 | -7.9 | -5.9 | -22.8 | 0.5 | -7.5 | -27.9
COc1ccc(Nc2nnc(-c3ccc(O)cc3)c3ccccc23)cc1 | -0.7 | -10.2 | -10.0 | 16.4 | -7.9 | 2.8 | -28.7 | -37.2 | -7.0 | 2.4 | 1.8
C=CC1=CCN(S(=O)C(C)(C)C)[C@@H]1CCO (stereo partly drawn) | . | -6.1 | -13.9 | -14.4 | 6.2 | 2.7 | 10.6 | -16.6 | -11.4 | 6.2 | 1.3
C[C@H]1CN([C@@H](C)CO)C(=O)CCCn2cc(nn2)CO[C@@H]1CN(C)S(=O)(=O)c1ccc(-n2cccn2)cc1 | -0.3 | 4.5 | -0.2 | -3.0 | -15.8 | -0.8 | -1.7 | -3.4 | -8.4 | -0.8 | -3.9
O=C(Nc1cccc(O)c1)c1c(O)c2ccccc2[nH]c1=O | -3.0 | -40.9 | -111.9 | -102.5 | -81.1 | -127.7 | -52.7 | -67.9 | -13.4 | -10.2 | 45.9
Cc1ccccc1NC(=O)CSc1nnc2ccc(-c3cccnc3)nn12 | 19.8 | -6.8 | -4.2 | 16.1 | 7.4 | -7.3 | 6.4 | 9.0 | -3.4 | -7.9 | -9.5
CCCCNC(=S)N(C)N=C1CCC(c2ccccc2)CC1 (stereo not drawn) | -10.4 | -2.0 | 8.9 | 4.8 | 2.9 | -1.2 | -5.9 | 10.2 | 1.6 | 6.0 | 1.4
CN(C)CCCN(C(=O)c1ccc(C(=O)c2ccccc2)cc1)c1nc2cc3c(cc2s1)OCCO3 | -12.5 | 1.7 | -15.2 | -2.9 | 14.5 | -14.3 | -19.2 | -17.3 | -14.0 | 4.6 | 7.2
CCOC(=O)N1CCC(NC(=O)CCc2c(C)nc3ncnn3c2C)CC1 | -0.1 | -2.8 | 13.4 | -2.4 | -29.3 | -28.6 | -6.5 | 4.5 | -1.3 | 8.5 | 5.8
O=C(NCCN1CCN(Cc2ccccc2)CC1)C1CC(=O)N(C2CCCC2)C1 (stereo not drawn) | -2.4 | -1.8 | 7.0 | 4.8 | -6.5 | 6.5 | 17.2 | 0.1 | -1.9 | -9.0 | -0.7
O=C(Cn1cnc(S(=O)(=O)N2CCCC2)c1)Nc1cccc(Br)c1 | 13.5 | 3.6 | 18.3 | 3.3 | -0.8 | -8.7 | -1.4 | 6.4 | -4.3 | -0.1 | -9.7
Cc1cccn2c(NC(=O)c3cccs3)c(-c3ccccc3)nc12 | -2.1 | -2.0 | 12.8 | -3.4 | -3.5 | 15.1 | -10.8 | -7.5 | 5.0 | -7.8 | 7.3
NS(=O)(=O)c1ccc(NC(=O)c2ccc(S(=O)(=O)N3CCc4ccccc43)cc2)cc1 | 2.6 | -1.2 | 6.8 | -43.7 | -20.6 | 4.2 | 13.9 | 6.5 | -7.0 | -4.0 | -4.6
CCOC(=O)C1=C[C@@H](CC)N(S(=O)(=O)c2ccc(C)cc2)[C@H]1c1cccc(Cl)c1 | . | . | 14.2 | 17.5 | 9.2 | 5.7 | 12.2 | -0.8 | . | -10.4 | 3.4
CCOC(=O)N1CCN(C(=O)CSCC(=O)Nc2nc(-c3cccs3)cs2)CC1 | . | 9.5 | 9.4 | 4.0 | 1.8 | 8.5 | 20.5 | 6.7 | 3.1 | 3.0 | -1.7
CN(C)CCCNc1nc2cc(-c3ccn[nH]3)sc2c(=O)n1C | -4.6 | . | -13.0 | 1.3 | -21.3 | 5.5 | -15.9 | -1.8 | . | 1.5 | -5.6
CC1CCN(c2ccc3nnc(CCC(=O)Nc4cc(F)ccc4F)n3n2)CC1 | 12.0 | -23.4 | 19.7 | 3.3 | -33.1 | -18.3 | -0.5 | -1.4 | 4.1 | 3.8 | -3.6
COc1cccc(C2C(C#N)=C(N)N(c3ncn[nH]3)C3=C2C(=O)CCC3)c1 (stereo not drawn) | 1.1 | 2.3 | -24.9 | 0.1 | -58.1 | 2.5 | -2.5 | 7.6 | 10.7 | 1.7 | -8.8
COC(=O)c1sc2ncn(CC(=O)NCCc3ccc(OC)c(OC)c3)c(=O)c2c1C | -16.8 | 3.2 | 2.8 | 14.1 | 7.3 | -8.2 | -12.2 | -11.6 | -3.5 | -3.1 | 1.0

Some of the compounds tested; rates above refer to the full screens.
